Autophagy HCS – autophagy modulators in MEF cells, primary screen, imaging, high-content, MEF GFP-LC3. hit rate 0.98% among 190,000. calls only at 10 µM (by protocol). AID 463193, 2010. MEF GFP-LC3 puncta imaging; test concentration mostly 10 µM;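 active = percentage of spot-positive cells more than 3 SD above its plate mean, without a fluorescence outlier flag or 80% toxicity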;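 also: spot-positive cell cutoff set from DMSO-treated cells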
MT stabilize HCS – microtubule stabilizers in HeLa cells, primary screen, imaging, high-content imaging; HeLa tubulin immunostaining HCS, 24 h; share of cells brighter than vehicle mean+2SD; % tubulin-high responders, % at 10 µM; hit rate 0.83% among 200,000;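 active = plate Z-score above 3 for both tubulin-high and condensed-nucleus cell shares, with cell loss under 80%, at 10 µM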;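 also: anti alpha tubulin signal scored within the nucleus-defined area of each cell; some results filed as inactive read as strong as hits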
T cell HTS – modulators of CD8 T cell-vesicle binding, primary screen, mouse 2C CD8+ T cells, flow cytometry; 2C CD8+ T cell-vesicle binding; active compounds read low; calls only at 7 µM; hit rate 0.068% among 330,000; AID 2052, 2009;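 active = response, share of CD8 T cells binding vesicles, and their 90th percentile fluorescence all below set limits, cut at about 80% in these data, passing the limit was not always enough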
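material = purified 2C TCR transgenic mouse naive CD8+ T cells | controls = Unloaded micro-vesicles (low), QL9 vesicles with 0.7% DMSO (high) | detection = cytometric PE anti-B7-1 and Alexa647 anti-CD8 signals after 1% paraformaldehyde fixation | incubation = binding step 1.5 h, 37 °C, antibody labelling 20 min, ice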
P. falciparum M17LAP – P. falciparum M17LAP inhibitors, primary screen, biochemical, fluorogenic H-Leu-NHMec substrate, 1536-well (AID 1619) | Leucine aminopeptidase (Plasmodium falciparum (isolate 3D7)) | recombinant M17LAP, H-Leu-NHMec fluorogenic kinetic assay; higher % means a stronger effect | one-dose inhibition, % at 30 µM; IC50 in µM for titrated hits | hit rate 0.38% among 220,000;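 active = compound inhibiting the enzyme by more than half at any dose during confirmatory dose-response retesting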;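 also: plate controls were full reaction with DMSO carrier for no effect and no enzyme background for full effect; strong numbers were not always called active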
Yfh1-off respiration – enhancers of respiration in Yfh1-depleted yeast, dose response, Friedreich's ataxia, plus single-dose screen (AID 1465); hit rate 0.074% among 220,000; S. cerevisiae Yfh1-off respiration, WST-1 reduction, 72 h; higher fold induction means a stronger effect; fold induction at 50 µM, or EC50 in µM where a hit was titrated;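 active = fold induction of absorbance versus untreated yeast above a set limit, then at least 30% activation at any dose in follow-up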;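 also: activators that raise dye reduction in frataxin-depleted yeast; strong numbers were not always called active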
P. falciparum M1AAP – P. falciparum M1AAP inhibitors, biochemical, fluorogenic H-Leu-NHMec substrate, 1536-well (AID 1445). recombinant M1AAP, H-Leu-NHMec fluorogenic kinetic assay; higher % means a stronger effect. inhibition, % at 30 µM, or IC50 in µM where a hit was titrated. hit rate 0.42% among 220,000;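 active = primary inhibition above the hit cutoff, then over 50% inhibition at one or more dose response concentrations, cut at about 23% in these data, passing the limit was not always enough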;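 also: plate controls were DMSO full reaction for no effect and no enzyme background for full effect; strong numbers were not always called active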
Dynein transport – inhibitors of GR-EGFP nuclear translocation, primary screen, dynein cargo transport inhibitor project, imaging, high-content, 3617.4 mouse cells. test concentration mostly 20 µM; stimulated with dexamethasone, 1 µM; active compounds read low. hit rate 0.47% among 220,000. z-score, hits read low. AID 1381, 2008;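 active = plate z-score of nuclear minus cytoplasmic receptor signal below a set negative limit, without overly bright fluorescence or cell loss, cut at about -3.5 in these data, passing the limit was not always enough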;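 also: z-score of nuclear minus cytoplasmic ring GR-EGFP intensity difference per well; some compounds called inactive have numbers as strong as hits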
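Also added – dexamethasone, 1.0 µM final · Buffer or medium – tet-free, stripped-serum medium · Schedule – induction 48 h, compound 1 h, agonist 30 min · Detection – formaldehyde fixation, Hoechst nuclear stain, 10x automated fluorescence imaging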
WT yeast gro inh – growth inhibition of WT strain, primary screen, mitochondrial fusion inhibitor project, WT and mutant strains, chemical genetic; AID 1362, 2008; inhibition, % at 10 µM; mitochondrial fusion phenotypic screen; hit rate 2.1% among 190,000; in the data active = inhibition above about 58%; tested in S. cerevisiae
b-catenin transl – modulators of beta-catenin nuclear translocation, primary screen, imaging, HeLa cells, immunofluorescence, high-content | nuclear translocation activity, % at 5 µM | hit rate 0.3% among 190,000 | AID 1665, 2009;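 active = nuclear translocation activity above 50% at 5 µM, with a well cell count of 50 or more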;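 also: per-cell ratio of nuclear to cytoplasmic median beta-catenin stain intensity; plate controls were DMSO negative control for no effect and GSK-3 inhibitor IX positive control for full effect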
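Test system: HeLa cells, endogenous beta-catenin; Compound: single 5 µM dose plus 0.02–20 µM confirmation series; Times: compound exposure 24 h at 37°C; Signal: fluorescence imaging of beta-catenin antibody stain plus DAPI; Read-out: % activation, nuclear-to-cytoplasmic median beta-catenin signal ratio per cell.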
WT yeast gro inh mutant strain – recorded beside WT yeast gro inh, whose call it bears; inhibition, %; mitochondrial fusion phenotypic screen, mutant strain inhibition
Dynein transport cytoplasmic EGFP – further read-out of Dynein transport, marked with its call; z-score; measured here: cytoplasmic GR-EGFP intensity; active compounds read high
Dynein transport nuclear GR-EGFP – second read-out of Dynein transport, no call of its own (marks repeat the call); z-score; measured here: nuclear GR-EGFP intensity;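 lower value marks the stronger effect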
Dynein transport cell count – recorded beside Dynein transport, whose call it bears; z-score; measured here: cell count per field
b-catenin transl cell count 5 µM – further read-out of b-catenin transl, marked with its call; cell count; measured here: cell count, cytotoxicity flag
T cell HTS vesicle-bound % – recorded beside T cell HTS, whose call it bears; double positive events, %; measured here: CD8+ vesicle-bound cell fraction;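 binding gate set so that unloaded-vesicle control wells show 10% double positive cells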
MT stabilize HCS Hoechst-high % – also measured in MT stabilize HCS; calls as there; % Hoechst-high responders; measured here: nuclear condensation Hoechst responders;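 share of cells brighter than vehicle mean plus two SD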
MT stabilize HCS cytotoxicity % – also measured in MT stabilize HCS; calls as there; toxicity, %; measured here: cytotoxicity by cell density;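 0% = mean cell density of plate MIN control wells and 100% = no cells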
Autophagy HCS cell loss 18 h – also measured in Autophagy HCS; calls as there; toxicity, %; measured here: cell loss, nuclei count;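 cell loss after 18 h compound exposure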
The depositor's hits bear a star; i = inactive; · = not tested or not shown; + = active, no number.

1) COC(=O)c1c(C)[nH]c(C(=O)/C=C/c2ccccc2)c1C
2) CCNC(=S)N(Cc1cccs1)Cc1cc2cc(OCC)ccc2[nH]c1=O
3) COc1ccc(N2C(=O)c3ccccc3NC23C(=O)N(C)c2ccccc23)cc1 (stereo unspecified)
4) COc1cc(CNCCO)cc(Cl)c1OCc1ccc(Cl)cc1Cl
5) Cc1ccc(N2C(=O)CC2(C#N)c2ccc(OCc3ccccc3)cc2)cc1 (stereo unspecified)
6) CCn1c(SCC(=O)Nc2ccc(NC(=O)c3ccco3)cc2)nnc1-c1cccs1
7) NC(=O)c1ccc(C(F)(F)F)n(Cc2ccc(F)c(F)c2)c1=O
8) CC(=O)Nc1ccccc1C(=O)C(=O)Nc1cccc(C(=O)NCc2ccc(C)cc2)c1
screen / no.	1	2	3	4	5	6	7	8
Autophagy HCS	i	i	i	+	i	i	i	i
Autophagy HCS cell loss 18 h	42	-1	-9	18*	-4	-2	0	10
MT stabilize HCS	4.1	1.8	2.8	30	2.5	2.2	6.3	2.4
MT stabilize HCS Hoechst-high %	2.8	2.7	1.8	1.1	2.0	1.9	1.4	1.8
MT stabilize HCS cytotoxicity %	0.6	6.3	7.0	29	8.5	7.8	8.5	4.3
T cell HTS	i	i	·	i	i	i	i	i
T cell HTS vesicle-bound %	52	14	·	13	43	18	43	42
P. falciparum M17LAP	0%	-18%	8%	3%	0%	·	2%	-4%
Yfh1-off respiration	i	i	i	i	i	i	i	i
P. falciparum M1AAP	-2%	9%	10%	-4%	3%	·	2%	2%
Dynein transport	0.38	-0.24	0.2	7.2	0.038	0.51	1.7	0.28
Dynein transport cytoplasmic EGFP	-0.25	-0.21	-0.15	3.9	-0.15	-0.18	-0.27	-0.13
Dynein transport nuclear GR-EGFP	0.73	-0.043	0.47	4.6	0.057	-0.017	1.2	0.33
Dynein transport cell count	-0.22	0.3	-0.033	-4.6	0.38	0.13	-1.8	0.21
WT yeast gro inh	-2	-13	-53	85	5	·	8	8
WT yeast gro inh mutant strain	-2	11	-42	93	15	·	6	2
b-catenin transl	-2.4	3.3	1.5	6.7	0.9	·	0.8	-0.1
b-catenin transl cell count 5 µM	1124	1082	1087	1058	1197	·	1082	1121

9) CCn1c(=O)c(C(=O)Nc2ccsc2C(=O)OC)c(O)c2ccccc21
10) O=C(CN1C(=O)c2cccc3cccc1c23)Nc1ccccc1
11) COc1ccc2oc(=O)c(C(=O)N3CCN(c4ccc(F)cc4)CC3)cc2c1
12) Cc1ccc(C(=O)Nc2ccccc2)cc1S(=O)(=O)Nc1ccc(Cl)cn1
13) CC(C)CC(=O)Nc1cc2nn(-c3ccccc3)nc2cc1Cl
14) COc1ccc(N2CCc3c(C)nc4c(OC)cc(OC)cc4c32)c(OC)c1
15) CCN1C(=O)C2C(C1=O)N1C(c3cccs3)C3C(=O)N(CC)C(=O)C3N1C2c1cccs1 (stereo unspecified)
16) Cc1nc2nc(Cc3ccccc3)nn2c(C)c1Cl
screen / no.	9	10	11	12	13	14	15	16
Autophagy HCS	i	i	i	i	i	i	i	i
Autophagy HCS cell loss 18 h	10	6	-7	6	-8	11	-2	5
MT stabilize HCS	6.6	1.8	4.1	1.1	1.4	1.4	2.3	1.6
MT stabilize HCS Hoechst-high %	2.8	0.9	2.2	2.2	1.4	1.3	1.5	2.2
MT stabilize HCS cytotoxicity %	0.0	6.0	3.9	12	7.4	2.2	8.5	5.5
T cell HTS	i	i	i	i	i	i	i	i
T cell HTS vesicle-bound %	4	34	49	25	30	24	23	46
P. falciparum M17LAP	16%	25%	1%	30%	2%	19%	3%	10%
Yfh1-off respiration	i	i	i	i	i	·	i	i
P. falciparum M1AAP	-1%	4%	4%	4%	-1%	11%	3%	2%
Dynein transport	0.71	0.19	-0.14	-0.5	1.3	-0.05	-0.15	-0.16
Dynein transport cytoplasmic EGFP	-0.18	-0.24	0.15	0.034	-0.074	-0.16	-0.023	-0.27
Dynein transport nuclear GR-EGFP	0.34	0.16	0.011	-0.27	0.31	-0.31	-0.29	0.2
Dynein transport cell count	-0.45	0.69	1	0.33	-0.52	-0.58	0.7	0.41
WT yeast gro inh	9	-4	-3	-7	12	51	-9	-13
WT yeast gro inh mutant strain	2	-5	-12	8	7	21	33	-8
b-catenin transl	-3.5	1.5	-2.6	-2.0	-0.5	·	-3.6	1.3
b-catenin transl cell count 5 µM	1089	1041	1193	1100	988	·	1387	1117

Five neighbouring records already listed, quoted:
12) Cc1ccc(C(=O)Nc2ccccc2)cc1S(=O)(=O)Nc1ccc(Cl)cn1
13) CC(C)CC(=O)Nc1cc2nn(-c3ccccc3)nc2cc1Cl
14) COc1ccc(N2CCc3c(C)nc4c(OC)cc(OC)cc4c32)c(OC)c1
15) CCN1C(=O)C2C(C1=O)N1C(c3cccs3)C3C(=O)N(CC)C(=O)C3N1C2c1cccs1 (stereo unspecified)
16) Cc1nc2nc(Cc3ccccc3)nn2c(C)c1Cl
screen / no.	12	13	14	15	16
Autophagy HCS	i	i	i	i	i
Autophagy HCS cell loss 18 h	6	-8	11	-2	5
MT stabilize HCS	1.1	1.4	1.4	2.3	1.6
MT stabilize HCS Hoechst-high %	2.2	1.4	1.3	1.5	2.2
MT stabilize HCS cytotoxicity %	12	7.4	2.2	8.5	5.5
T cell HTS	i	i	i	i	i
T cell HTS vesicle-bound %	25	30	24	23	46
P. falciparum M17LAP	30%	2%	19%	3%	10%
Yfh1-off respiration	i	i	·	i	i
P. falciparum M1AAP	4%	-1%	11%	3%	2%
Dynein transport	-0.5	1.3	-0.05	-0.15	-0.16
Dynein transport cytoplasmic EGFP	0.034	-0.074	-0.16	-0.023	-0.27
Dynein transport nuclear GR-EGFP	-0.27	0.31	-0.31	-0.29	0.2
Dynein transport cell count	0.33	-0.52	-0.58	0.7	0.41
WT yeast gro inh	-7	12	51	-9	-13
WT yeast gro inh mutant strain	8	7	21	33	-8
b-catenin transl	-2.0	-0.5	·	-3.6	1.3
b-catenin transl cell count 5 µM	1100	988	·	1387	1117

The listing continues.
17) CC(C)CC1(C(=O)O)NC(c2ccccc2O)C2C(=O)N(C(C)C)C(=O)C21 (stereo unspecified)
18) CN1CCCN(S(=O)(=O)c2cccc(Cl)c2Cl)CC1
19) OCC1(Cc2cccc(F)c2)CCN(Cc2ccc3cccc(F)c3n2)CC1
20) O=C(CSc1ccc(-c2ccco2)nn1)NCCc1ccccc1
21) CC1CN(c2ccc(C(F)(F)F)cc2[N+](=O)[O-])CCN1S(C)(=O)=O (stereo unspecified)
22) CCN(CC)c1ccc(C(=O)OCC(=O)NC2CCCCC2C)cc1 (stereo unspecified)
23) COc1ccc(NC(=O)c2ccc(Cl)c(NC(=O)c3ccncc3)c2)cc1
24) Cc1cc(-n2cccn2)ccc1CN1CCN(CC(C)C)C(CCO)C1 (stereo unspecified)
screen / no.	17	18	19	20	21	22	23	24
Autophagy HCS	·	i	+	i	i	i	i	·
Autophagy HCS cell loss 18 h	·	-2	4.6*	-3	1	4	8	·
MT stabilize HCS	6.4	3.9	1.7	1.5	3.0	1.6	0.5	·
MT stabilize HCS Hoechst-high %	1.0	1.4	2.1	2.6	2.1	1.2	0.9	·
MT stabilize HCS cytotoxicity %	6.2	2.2	4.8	7.1	2.6	8.2	0.2	·
T cell HTS	i	i	i	i	i	i	i	i
T cell HTS vesicle-bound %	39	10	46	28	9	44	51	40
P. falciparum M17LAP	1%	2%	3%	13%	-16%	0%	8%	-9%
Yfh1-off respiration	i	i	i	i	i	i	i	i
P. falciparum M1AAP	5%	-7%	4%	3%	4%	-2%	-2%	4%
Dynein transport	-0.43	0.11	0.18	-0.059	0.47	2	0.72	-0.094
Dynein transport cytoplasmic EGFP	-0.17	-0.26	0.067	-0.18	-0.18	0.44	0.25	-0.006
Dynein transport nuclear GR-EGFP	-0.2	-0.18	0.46	-0.091	1	1	0.45	-0.035
Dynein transport cell count	-0.4	-0.38	-0.2	-0.11	-1.9	-1.4	-0.24	-0.077
WT yeast gro inh	3	-17	7	-9	7	2	12	·
WT yeast gro inh mutant strain	5	14	7	0	-1	-9	0	·
b-catenin transl	·	-4.0	0.3	1.5	0.9	·	1.7	1.3
b-catenin transl cell count 5 µM	·	1046	1551	1048	888	·	948	1288
